Bioassay records (PubChem BioAssay)
STK33 kinase inh: inhibitors of human STK33 kinase. Q9BYT3. purified STK33, MBP phosphorylation, ADP-Glo luminescence. AID 2661. actives 0.073% (n = 320,000). inhibition, % at 10 µM;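 active = inhibition at or above 25%, using the most active replicate where run in duplicate; inactive = inhibition below 25%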
Target sequence (Q9BYT3 whole entry, looked up): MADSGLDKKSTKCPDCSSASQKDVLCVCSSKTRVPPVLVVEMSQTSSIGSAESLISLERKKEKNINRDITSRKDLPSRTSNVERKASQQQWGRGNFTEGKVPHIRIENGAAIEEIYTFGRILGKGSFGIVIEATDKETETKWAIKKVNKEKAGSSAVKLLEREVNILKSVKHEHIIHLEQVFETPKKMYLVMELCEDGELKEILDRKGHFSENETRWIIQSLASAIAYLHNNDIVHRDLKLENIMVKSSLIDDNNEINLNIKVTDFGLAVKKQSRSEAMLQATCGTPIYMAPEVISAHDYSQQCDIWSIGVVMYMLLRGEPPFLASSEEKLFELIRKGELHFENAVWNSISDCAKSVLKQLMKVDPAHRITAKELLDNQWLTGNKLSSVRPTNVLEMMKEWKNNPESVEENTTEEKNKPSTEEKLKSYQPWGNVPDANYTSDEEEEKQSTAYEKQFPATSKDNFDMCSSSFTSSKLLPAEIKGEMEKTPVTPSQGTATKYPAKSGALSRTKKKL
Kir21 inh: inhibitors of mouse Kir2.1 inward-rectifier potassium channel | HEK293-Kir2.1, FluxOR thallium flux fluorescence; stronger effect = lower value | B-score at 10 µM | actives 0.85% (n = 310,000) | AID 1672;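 active = fluorescence ratio B-score at or below minus 3 SD of library scores, with starting-brightness B-score within 2 SD, cut at about -4.2 in these data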;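 note: channel flux triggered by added potassium and thallium sulfate stimulus; B-score of peak minus minimum fluorescence over baseline after thallium stimulus; more negative B-score means stronger Kir2.1 block with less thallium influx; some compounds called inactive have numbers as strong as hits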
Target sequence (P35561 whole entry, looked up): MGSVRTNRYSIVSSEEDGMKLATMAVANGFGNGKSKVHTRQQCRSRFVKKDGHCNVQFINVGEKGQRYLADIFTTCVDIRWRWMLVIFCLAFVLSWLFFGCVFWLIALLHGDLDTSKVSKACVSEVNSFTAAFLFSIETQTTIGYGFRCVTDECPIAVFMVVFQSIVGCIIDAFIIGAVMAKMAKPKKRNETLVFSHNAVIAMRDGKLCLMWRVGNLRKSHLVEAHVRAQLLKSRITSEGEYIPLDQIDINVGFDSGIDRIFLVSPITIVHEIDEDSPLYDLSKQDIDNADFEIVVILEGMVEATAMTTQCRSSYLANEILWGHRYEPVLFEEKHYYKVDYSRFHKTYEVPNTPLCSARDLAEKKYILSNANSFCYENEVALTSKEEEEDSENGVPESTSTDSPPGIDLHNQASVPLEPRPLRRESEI
Starred values were filed as active, the others as inactive; nt = no result given.

STK33 kinase inh	Kir21 inh	Molecule
-1.6	-0.4	Cc1cccc(N(C(=O)Nc2ccccc2)C2=NCC(C)S2)c1 (stereo not given)
-1.0	0.98	CN(C)c1nc(Oc2ccc(=O)[nH]n2)nc(N2CCCCC2)n1
6.2	0.95	Cc1ccccc1NC(=S)N/N=C/c1ccc(O)cc1O
-0.8	-0.39	Cc1ccc(-c2ccc(/C=N\NC(=O)C3C(=O)NCC3c3ccccc3)o2)cc1Cl (stereo not given)
-0.8	-0.91	O=C(Cn1ncc2c3ccccc3n(Cc3ccccc3)c2c1=O)NCCCN1CCCC1
-0.1	-0.99	O=C(c1ccccc1Oc1ccccc1)N1CCN(c2ccc(F)cc2)CC1
-1.6	-0.38	CCOc1cc([N+](=O)[O-])c2nc(N)sc2c1
1.9	1.4	COc1ccc(-c2csc(N3CCC(C(N)=O)(N4CCCCC4)CC3)n2)cc1
-0.4	-0.31	CCOc1ccccc1C(=O)NCCCCCC(=O)O
-0.4	-1.2	Cc1ccc(OC(=O)C2CCN(C(=O)c3ccccc3C)CC2)c(Br)c1
-1.1	1.3	CCn1c(SCC(=O)NC2CC2)nnc1-c1csc(C)c1
-2.4	0.34	C/C(=N\NC(=O)c1nnn(-c2nonc2N)c1-c1ccc2c(c1)OCO2)c1ccc(C)cc1

Brought forward from above: seven entries; new compounds follow.
STK33 kinase inh	Kir21 inh	Molecule
-0.1	-0.99	O=C(c1ccccc1Oc1ccccc1)N1CCN(c2ccc(F)cc2)CC1
-1.6	-0.38	CCOc1cc([N+](=O)[O-])c2nc(N)sc2c1
1.9	1.4	COc1ccc(-c2csc(N3CCC(C(N)=O)(N4CCCCC4)CC3)n2)cc1
-0.4	-0.31	CCOc1ccccc1C(=O)NCCCCCC(=O)O
-0.4	-1.2	Cc1ccc(OC(=O)C2CCN(C(=O)c3ccccc3C)CC2)c(Br)c1
-1.1	1.3	CCn1c(SCC(=O)NC2CC2)nnc1-c1csc(C)c1
-2.4	0.34	C/C(=N\NC(=O)c1nnn(-c2nonc2N)c1-c1ccc2c(c1)OCO2)c1ccc(C)cc1
0.1	-0.02	COc1ccc(C(=O)NNC(=O)COc2ccc(Cl)cc2C)cc1S(=O)(=O)N1CCOCC1
-1.8	0.13	CCOC(=O)c1cn(C2CC2)c2c(F)c(F)c(F)cc2c1=O
-3.0	1.8	CCOC(=O)N1CCN(S(=O)(=O)c2ccc(C(=O)Nc3sc4c(c3C#N)CCC4)cc2)CC1
1.0	-0.69	COc1ccc(Cc2nc3ccc(C(=O)N(C)Cc4cc(C)[nH]n4)cc3o2)cc1OC
-3.0	-0.29	O=C(Cn1nnc2ccccc21)OCc1ccccc1
-1.7	0.53	CC(C)(C)c1nc(N2CCN(C(=O)c3ccco3)CC2)c2nnn(Cc3ccccc3)c2n1
0.4	-0.7	CC1Cc2ccccc2N1C(=O)CN1C(=O)NC(C)(c2ccc3c(c2)OCCO3)C1=O (stereo not given)
-3.1	0.87	COC(=O)c1c(NC(NC(=O)c2ccccc2)(C(F)(F)F)C(F)(F)F)sc2c1CCN(C)C2
-0.3	-4.1	OCC1(Cc2ccccc2)CCN(Cc2cc3ccccc3o2)CC1
0.9	1.9	Cc1cccc(-n2c(C)cc(/C=N/NC(=O)c3ccc(CN4CCOCC4)cc3)c2C)c1
0.3	-0.37	O=C(CCc1ccccn1)N1CCCC(Nc2ccc(F)cc2)C1 (stereo not given)
-0.8	0.54	CN(c1ccc(C(=O)NCc2cccnc2)cc1)S(C)(=O)=O

STK33 kinase inh	Kir21 inh	Molecule
nt	0.41	NC(=O)c1nsc(C(=O)N(Cc2ccccc2Cl)C(C(=O)NCC2CCCO2)c2ccc(O)cc2)c1N (stereo not given)
-2.2	-0.61	COc1c(C)cccc1C(=O)Nc1ccc(OCC(=O)N2CCOCC2)cc1C
-0.9	-1.1	COCCNC(=O)C1CCN(Cc2cccc(OCc3ccccc3)c2)CC1
-0.4	2	O=C(NC1CCOc2ccccc21)c1ccccn1 (stereo not given)
-1.6	-0.32	CC(C)c1ccc(NC(=S)N2CCCC2)cc1
-0.1	1.3	COc1ccc(C(=O)Nc2cc(C)nn2-c2ccc(C)cc2)cc1
0.0	-1.6	Cc1ccc(CNC(=O)c2ccc([N+](=O)[O-])o2)cc1
-0.3	0.75	CC(C)OCCCNC(=O)c1ccc(CN2CCc3ccccc3C2)cc1
-0.7	-0.36	Cc1ccccc1/C=C/c1nc2ccccc2c(=O)[nH]1
-0.9	0.13	COc1cc(-c2ccc(NC(C)=O)c(OC)c2)ccc1NC(C)=O
10.0	0.59	Cc1cccc(-c2n[nH]c(=S)n2C)c1
-2.8	nt	Cc1ccccc1-c1cc(C(=O)O)n(CC2CC(c3cccnc3)=NO2)n1 (stereo not given)

STK33 kinase inh	Kir21 inh	Molecule
0.0	-0.2	COCCOC(=O)c1nccnc1C(=O)Nc1ccc(S(=O)(=O)N2CCOCC2)cc1
0.2	-1.5	O=C(COc1ncnc2ccccc12)Nc1cc([N+](=O)[O-])ccc1Cl
-0.9	1.2	CCO[C@H]1OC(C(=O)NC2CC2)=C[C@@H](c2ccccc2)[C@@H]1CCCO
nt	1.2	COC(=O)c1ccc(-c2nc(O)c(C)s2)cc1
-2.3	0.61	O=C(CCCNc1ccccc1)N/N=C/c1cccs1
-0.2	0.61	COc1cc(/C=N/NC(=O)COc2ccccc2[N+](=O)[O-])ccc1OC(=O)c1ccco1
0.4	1.7	Cc1ccc(-n2c(=O)[nH]cc(C(=O)Nc3ccc4c(c3)OCCO4)c2=O)cc1
0.8	-0.04	O=C1SC(SCc2ccccc2)=N/C1=C\c1ccc(C(=O)O)cc1
-4.4	1.9	O=C(Nc1cccc(F)c1)c1cccnc1NCCc1ccccc1
-2.3	-0.5	CCN1CCN(C(=O)c2cn(CC)c3ccc(S(=O)(=O)N(C)C)cc3c2=O)CC1
-0.4	0.67	CCOc1ccc(N2C(=O)C3C(c4ccccc4F)NN(C(=O)c4ccc(C)cc4)C3C2=O)cc1 (stereo not given)
-1.0	-0.7	Cc1ccc(Nc2nc(N)nc(CSC(=S)N3CCOCC3)n2)cc1

Single values from the list:
CCN1CCN(C(=O)c2cn(CC)c3ccc(S(=O)(=O)N(C)C)cc3c2=O)CC1 in Kir21 inh shows -0.5
Cc1ccc(-n2c(=O)[nH]cc(C(=O)Nc3ccc4c(c3)OCCO4)c2=O)cc1 in STK33 kinase inh shows 0.4
COc1cc(/C=N/NC(=O)COc2ccccc2[N+](=O)[O-])ccc1OC(=O)c1ccco1 in Kir21 inh shows 0.61

Later entries:
STK33 kinase inh	Kir21 inh	Molecule
-1.3	0.66	S=c1[nH]nc(-c2cccs2)n1Cc1ccccc1
2.2	1.9	COc1ccc([N+](=O)[O-])cc1C(=O)Nc1ccc(OCC(=O)N2CCOCC2)cc1
-1.6	0.96	CN1CCN(C(=O)NC2CCCN2S(=O)(=O)c2ccc(Cl)cc2)CC1 (stereo not given)
-1.1	1.7	CNS(=O)(=O)c1cc(OC)c(OC)cc1CC(=O)OC
-0.7	0.72	CC(CNC(=O)c1cc(COc2ccc3ncccc3c2)on1)c1ccccc1 (stereo not given)
4.7	1.7	CCC(C)C(=O)Nc1nc2ccc(S(C)(=O)=O)cc2s1 (stereo not given)
1.1	-0.08	O=C(CSc1nc2ccccc2c(=O)n1-c1ccc(F)cc1)Nc1ccc(C(=O)O)cc1
-1.0	-0.68	O=C(CCC(=O)Nc1ccccc1)NNC(=O)COc1ccccc1
-2.0	nt	O=C(Nc1ccc(F)cc1)c1ccc(C(=O)N2CCCC(O)C2)cc1 (stereo not given)
-0.8	-0.77	CCCNC(=O)CN(Cc1ccccc1F)S(=O)(=O)c1ccc(C)cc1
-1.4	2	COc1ccc(NC(=O)NCc2ccc(Cl)cc2)cc1
-0.6	-1.3	CN(CC(=O)Nc1ccccc1C(F)(F)F)C(=O)c1ccc(N2C(=O)CCC2=O)cc1

Pulled by compound from the entries so far:
STK33 kinase inh	Kir21 inh	Molecule
6.2	0.95	Cc1ccccc1NC(=S)N/N=C/c1ccc(O)cc1O
-2.3	-0.5	CCN1CCN(C(=O)c2cn(CC)c3ccc(S(=O)(=O)N(C)C)cc3c2=O)CC1

Further results follow.
STK33 kinase inh	Kir21 inh	Molecule
1.3	1	O=C1C(=O)c2ccccc2C(O)=C1c1ccccc1F
-0.5	nt	CCn1nc(C(=O)Nc2cccc(S(=O)(=O)N3CCCC3)c2)c2ccccc2c1=O
1.8	0.05	O=C(COc1cccc2cccnc12)N/N=C/c1cccn1-c1ccc(F)cc1
1.2	0.24	CCCC(C)NC(=O)C1CCN(C(=O)C2CC(=O)N(c3ccc(C)cc3)C2)CC1 (stereo not given)
1.4	0.09	CCOC(=O)C(=NC1CCS(=O)(=O)C1)NNc1ccc(Br)cc1 (stereo not given)
-0.3	-0.28	COc1ccc(C2/C(=C(\O)c3cc(C)ccc3C)C(=O)C(=O)N2CCN(C)C)cc1OC (stereo not given)
-1.1	-0.38	CCOC(=O)CC(NC(=O)Cc1ccccc1)c1ccccc1Cl (stereo not given)
-1.9	-0.8	CN(C)CCNC(=O)c1ccccc1-c1ccccc1
-2.9	-1.2	COc1ccc(S(=O)(=O)NC(C)C(=O)NCC2CCCO2)cc1OC (stereo not given)
-1.5	0.61	COc1ccc(NS(=O)(=O)c2cccc(C(=O)NNC(=O)c3cncc(Br)c3)c2)cc1
0.0	0.18	Cc1c(C(Nc2ccccn2)c2ccc(Cl)cc2)c(=O)n(-c2ccccc2)n1C (stereo not given)
-0.2	1.3	COCCn1c(C)cc(C(=O)COC(=O)/C=C/c2c(C)nn(C3CCS(=O)(=O)C3)c2Cl)c1C (stereo not given)

STK33 kinase inh	Kir21 inh	Molecule
0.3	-1.8	CC(CC(=O)NCCc1ccc(Cl)cc1)S(=O)(=O)c1ccc2c(c1)NC(=O)CO2 (stereo not given)
-1.4	-1.1	CSc1cccc(CN2CCN(Cc3ccccc3)C(CCO)C2)c1 (stereo not given)
0.1	1.9	COc1cccc(CNC(=O)CSc2nnc3c(n2)[nH]c2ccc(F)cc23)c1
-1.0	1.1	CSCCC(C(=O)O)N1C(=O)c2ccc(C(=O)O)cc2C1=O (stereo not given)
0.2	0.35	COc1ccc(/C=C2/C(=O)OCc3cc(OC)c(OC)cc32)c(OC)c1
0.2	-0.02	COc1ccc(CCN2C(=O)C(C)=C(C)C2=O)cc1OC
-1.1	-1.7	CC(=O)Oc1ccc2c(=O)oc(-c3ccccc3C)nc2c1
-2.1	-0.05	COc1ccc(NC(=O)CN(C)S(=O)(=O)c2cnc[nH]2)cc1Cl
2.3	-0.32	Cc1cc(=O)oc2cc(OC(C)C(=O)Nc3nccs3)ccc12 (stereo not given)
-0.7	-0.41	O=C(Oc1ccccc1Cl)c1ccccc1P(=O)(O)O
1.7	-0.74	CS(=O)(=O)Nc1ccc(C(=O)N2CCc3ccccc3C2)cc1
-0.4	-0.61	C/C(Cc1ccccc1)=N\NC(=O)CNC(=O)c1ccc(Cl)cc1

STK33 kinase inh	Kir21 inh	Molecule
-1.2	-1.4	O=C(CN1C(=O)c2ccccc2S1(=O)=O)NCCSCc1c(F)cccc1Cl
-0.4	3.4	O=C(OC(C(=O)NCc1cccs1)c1ccccc1Cl)c1ccco1 (stereo not given)
-0.8	1.5	COc1ccccc1NC(=S)NC(=O)/C=C/c1cccs1
-1.1	-0.27	CC1(C)CC(NC(=O)c2ccccc2C(=O)NC2CC(C)(C)NC(C)(C)C2)CC(C)(C)N1
2.4	-0.62	O=C(Nc1ccccc1C(=O)Nc1ccc(Cl)cc1)c1cccnc1
0.2	0.95	Cc1cc(C)c2nc(SC(C)C#N)cc(C)c2c1 (stereo not given)
1.3	0.47	CN(C)CCNC(=O)Cn1nc(C(F)F)cc1C1CC1
0.5	-1.2	CC1(C(=O)N/N=C/c2cc3c(cc2Br)OCO3)CC1(Br)Br (stereo not given)
-0.3	0.93	CCS(=O)(=O)c1ccc2oc(Nc3cc(Cl)ccc3OC)nc2c1
-0.2	0.76	O=C(O)c1cc(-c2ccccc2)nn1CC1CC(c2cccc([N+](=O)[O-])c2)=NO1 (stereo not given)
-0.7	nt	Cc1cc(NC(=O)COc2ccc([N+](=O)[O-])cc2)no1
0.9	0.06	Cc1ccc2cc(C#N)c(NCCCNC(=O)C3CCCO3)nc2c1 (stereo not given)

STK33 kinase inh	Kir21 inh	Molecule
3.9	0.03	CCC(=O)Nc1nc(C)c(-c2csc(Nc3cccc(O)c3)n2)s1
0.6	-1.3	CCCCOC(=O)Nc1ccc(S(=O)(=O)Nn2cnnc2)cc1
0.9	-0.42	O=C(NCCc1ccccn1)C1CC(=O)N(Cc2ccccc2Cl)C1 (stereo not given)
-1.5	0.41	COc1ccc(C2Nc3ccccc3C(=O)N2Cc2ccccc2)cc1CN1CCOCC1 (stereo not given)
1.4	0.29	CCc1cc(=O)oc2cc(OC(C)C(=O)NCC3CCC(C(=O)O)CC3)c(Cl)cc12 (stereo not given)
-1.3	0.22	Cc1ccccc1CSc1ccc2nnc(-c3ccccn3)n2n1
-2.1	-1	Cc1cc(C)cc(NC(=O)CCc2c(C)nn(-c3ccc(N4CCOCC4)nn3)c2C)c1
0.2	1.6	CN(C(=O)CSc1ncnc2sc(-c3ccccc3)cc12)C1CCS(=O)(=O)C1 (stereo not given)
-0.8	nt	COc1ccc(S(=O)(=O)Nc2cccc3c2O[C@H](CN(C)S(=O)(=O)c2cccs2)[C@@H](C)CN([C@H](C)CO)C3=O)cc1
0.5	-0.34	Clc1nccc(N2CCN(c3ccccc3Cl)CC2)n1
-0.2	0.75	CN(C)CCOc1ccc(C(C)(C)c2ccccc2)cc1
-0.8	0.76	COc1ccc(N2CCN(C(=O)CSc3nc(C)cs3)CC2)cc1

STK33 kinase inh	Kir21 inh	Molecule
-1.0	nt	CNC[C@@H]1Oc2ccc(NS(=O)(=O)c3ccc(OC)cc3)cc2CC(=O)N([C@H](C)CO)C[C@@H]1C
-0.9	0.86	Cc1nnc(SCCOc2ccccc2)s1
-2.2	-1.1	COc1nc(N)c(S(=O)(=O)c2ccccc2)cc1C#N
-0.2	nt	OCC[C@H]1C[C@@H](O)[C@H](O)[C@]2(CCCc3ccccc3O2)O1
0.9	0.91	Nc1nc(-c2c[nH]c3ccccc23)cs1
